Pf growth 96h: inhibits malaria parasite growth, 96 h; P. falciparum luciferase reporter growth, 96 h; Potency, µM (highest dose often 28.7 µM), for the others: at the top dose activity change, negative = inhibition, usual class: inhibitors; hit rate 6.9% among 320,000; AID 504834; further: potency means the concentration at half of the fitted maximal effect; on the % scale 0 is the no-effect control and ±100 the full control effect
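P. falciparum expressing integrated firefly luciferase, in erythrocytes at 2% hematocrit, 0.05% parasitemia, incubated with compounds 96 h at 37 C, 5% CO2. Growth inhibition read as loss of luminescence; two-generation exposure targets delayed-death apicoplast inhibitors.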
Shiga inhibitor: inhibitors of Shiga toxin in Vero cells. inhibition, % at 38.7 µM. Vero cells, Shiga toxin protein synthesis inhibition reporter. hit rate 9.2% among 290,000; in the data active means inhibition mostly above about 28%, no sharp cut-off; inactive means mostly below about 43%; further: 0% is about no effect
FBPA Giardia inh: Giardia lamblia aldolase inhibition | A8B2U2 | purified Giardia FBPA | Potency, µM (series often up to 59.6 µM), inactives show at the top dose activity, negative = inhibition, hits mostly inhibitors | hit rate 0.71% among 290,000 | AID 2451; further: potency means the concentration at half of the fitted maximal effect; on the % scale 0 is the no-effect control and ±100 the full control effect; nearly all actives have a fitted effect of over 55% in size
Target sequence (A8B2U2 whole entry, looked up): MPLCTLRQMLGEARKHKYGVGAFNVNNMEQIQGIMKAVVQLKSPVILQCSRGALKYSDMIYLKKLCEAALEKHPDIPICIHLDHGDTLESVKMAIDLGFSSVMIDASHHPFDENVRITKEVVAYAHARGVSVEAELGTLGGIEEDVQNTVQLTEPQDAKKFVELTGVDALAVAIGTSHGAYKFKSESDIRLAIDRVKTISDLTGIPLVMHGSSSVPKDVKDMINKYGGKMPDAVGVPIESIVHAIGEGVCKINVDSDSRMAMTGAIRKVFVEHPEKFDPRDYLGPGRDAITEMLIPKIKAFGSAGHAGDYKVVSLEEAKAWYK
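40 nM FBPA preincubated 10 min at RT with compound (up to 57.5 uM final), then substrate plus GAPDH/TPI/NAD/arsenate coupling and diaphorase/resazurin added. Fluorescence read after 20 min at RT, 525/598 nm.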
Pf growth 48h: P. falciparum growth inhibition at 48 hours (one generation); hit rate 5.9% among 310,000; P. falciparum luciferase growth in erythrocytes, 48 h; AID 504832; Potency, µM (top dose mostly 28.7 µM), inactives show at the highest dose activity change, negative = inhibition, most hits filed as inhibitors; further: potency means the concentration at half of the fitted maximal effect; on the % scale 0 is the no-effect control and ±100 the full control effect
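Luciferase-expressing parasites in RBCs, 2% Hct / 0.1% parasitemia final; RPMI 1640 + 0.5% Albumax; 37 C, 5% CO2, one generation; luminescence read-out, lower signal = inhibition.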
Sm TGR inh: S. mansoni TGR enzyme inhibition; Q962Y6; Potency, µM (highest dose often 114 µM), for inactives: at the top dose activity change, negative = inhibition, actives largely listed as inhibitors; purified TGR, DTNB reduction, TNB absorbance 405 nm; hit rate 3% among 360,000; further: potency means the concentration at half of the fitted maximal effect; on the % scale 0 is the no-effect control and ±100 the full control effect; nearly all actives have a fitted effect of over 60% in size
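Kinetic colorimetric format: TGR-catalysed, NADPH-driven DTNB reduction monitored via TNB absorbance. Enzyme dispensed at 20 nM; compound exposure 15 min at room temperature before reaction start.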
CHX counter: counter-screen hit for Shiga toxin inhibitors, cycloheximide; cell reporter, cycloheximide protein synthesis inhibition counterscreen; max response, %; AID 2314; hit rate 12% among 300,000; in the data active means max response mostly above about 13%, no sharp cut-off; inactive means mostly below about 14%; further: read at 38.3 µM for the half of the compounds with a filed dose; 0% is about no effect
* marks the source's active call; other numbers are inactive results; ? = inconclusive; . = no result given; & = joins results of further samples; [ ] = dose if it differs, or a comment. Unless noted, the call rests on the fitted dose curve; in most records, active means well fitted curve in the direction sought with a large enough effect; inconclusive means small, poorly fitted or top-dose-only effect, or another doubt; inactive means no such curve, though single readings can be large; an effect the other way counts as inactive or inconclusive.

SMILES	Pf growth 96h	Shiga inhibitor	FBPA Giardia inh	Pf growth 48h	Sm TGR inh	CHX counter
O=S(=O)(Cc1cccc(F)c1)c1c[nH]c2ccccc12	?	-7.0	?	.	-8.4%	-4.3
CCCCCCCCCCCCCCCC[n+]1cccc2ccccc21	?	-13.0	2.7%	0.828µM*	?	-8.6
Cc1cccc(NC(=O)CSc2nnc(-c3ccccc3C)o2)c1	-24.6%	68.8*	-2.8%	500.0%[activator]	-6.7%	36.9*
Cc1cc(C(=O)NCc2ccc3c(c2)OCO3)c(C)o1	38.7%[activator]	11.2	18.6%	10.8%	-12.9%	9.1
Cc1ccccc1NC(=O)C1CCCN(S(=O)(=O)c2cccc3cccnc23)C1 (configuration not stated)	25.6%	-2.3	4.5%	6.6%	2.1%	-2.1
COc1ccccc1CN1CCN(Cc2nc(-c3cccs3)no2)CC1	5.86µM*	85.4*	1.9%	16.7%	-19.6%	50.2*
COc1ccc(OC)c(S(=O)(=O)N2CCC(C(=O)NCc3ccc4c(c3)OCO4)CC2)c1	?	-9.1	.	-1.2%	-18.9%	-2.9
FC(F)Oc1ccc(C2N=C(c3ccccc3)NO2)cc1 (configuration not stated)	191.3%[activator]	78.6*	-9.4%	122.9%[activator]	?	45.4*
O=C(Cc1n[nH]c(=O)[nH]c1=O)N/N=C/c1ccccc1	0.0%	7.0	-0.8%	30.6%[activator]	11.7%	-2.7
N#Cc1c(N)n(C2CCCCC2)c2nc3ccccc3nc12	?	-21.5	-12.0%	?	-24.0%	-3.4
COCCNc1oc(/C=C/c2ccccc2OC)nc1S(=O)(=O)c1ccccc1	7.38µM*	16.8	-2.7%	9.28µM*	12.6µM*	26.2
COc1ccc(C(CNC(=O)c2cc3ccccc3o2)N2CCCC2)cc1 (configuration not stated)	24.9%	.	.	?	-5.7%	.
O=C(O)CCCC(=O)Nc1ccc(C(=O)N2CCCCC2)cc1	0.3%	-4.3	-9.5%	13.3%	-11.8%	-0.8
CC1(C)Cc2nc(N)c(=O)sc2C1	177.8%[activator]	-12.3	3.1%	-2.1%	9.1%	-4.0
COc1cccc(CNC(=O)c2ccc3c(c2)N(C)CCS3)c1OC	13.4%	9.1	-22.0%	25.2%	19.5%	-1.3
Cc1ccc(S(=O)(=O)CCSc2cccc(C(=O)Nc3ccccc3C(=O)O)c2)cc1	-6.6%	-2.8	25.0%	-30.2%	-16.3%	0.6
CC1Sc2ccc(S(=O)(=O)CCC(=O)NC3CCCC(C)C3C)cc2NC1=O (configuration not stated)	46.0%[activator]	2.2	14.8%	-6.2%	3.2%	4.9
O=C(NC1CCCCC1)c1cc(-c2ccccc2O)on1	103.2%[activator]	109.3*	4.0%	-37.8%	-16.3%	27.2*
CCOC(=O)C[n+]1c(C)csc1C	-12.7%	-3.6	-2.3%	-0.6%	10.8%	1.0
CCOC(=O)C1(CCOc2ccccc2)CCN(C(=O)c2ccc(-n3cccn3)cc2)CC1	10.4µM*	15.7	-5.0%	?	-12.4%	4.8

Look-ups from above.
`CCOC(=O)C1(CCOc2ccccc2)CCN(C(=O)c2ccc(-n3cccn3)cc2)CC1` in FBPA Giardia inh has -5.0%
`COc1cccc(CNC(=O)c2ccc3c(c2)N(C)CCS3)c1OC` in FBPA Giardia inh has -22.0%
`CC1Sc2ccc(S(=O)(=O)CCC(=O)NC3CCCC(C)C3C)cc2NC1=O` (configuration not stated) in FBPA Giardia inh has 14.8%
`COCCNc1oc(/C=C/c2ccccc2OC)nc1S(=O)(=O)c1ccccc1` in Shiga inhibitor has 16.8
`CC1(C)Cc2nc(N)c(=O)sc2C1` in CHX counter has -4.0
`CCOC(=O)C[n+]1c(C)csc1C` in Sm TGR inh has 10.8%

Next section:
SMILES	Pf growth 96h	Shiga inhibitor	FBPA Giardia inh	Pf growth 48h	Sm TGR inh	CHX counter
Cc1cc(NC(=O)CSCC(=O)Nc2ccc(Cl)c(C(F)(F)F)c2)no1	21.7%	.	.	?	-4.0%	.
CC(=O)Nc1ccc(N2C(=O)c3ccc(C(=O)Nc4nnc(SCc5ccc(F)cc5)s4)cc3C2=O)cc1	12.3%	-5.5	5.2%	9.6%	5.0%	-2.4
O=C(NCc1ccc2c(c1)OCO2)C1CCN(Cc2cnn(-c3ccccc3)c2-n2cccc2)CC1	37.8%[activator]	7.0	-0.7%	?	-28.4%	-1.8
CN1CCN(c2ccc(NC(=O)COc3cccc4ccccc34)cc2)CC1	?	32.2	0.5%	?	-2.4%	-1.1
COc1ccc(N2CCN(C(=O)CCNC(=O)c3ccc(C(C)(C)C)cc3)CC2)cc1	?	-7.4	0.0%	10.4µM*	1.6%	-4.8
O=C(Nc1ccc2c(c1)CCC2)C1CCCN(c2ncccn2)C1 (configuration not stated)	125.0%[activator]	43.3*	2.0%[12.9 µM]	91.7%[activator]	7.5%	37.8*
COc1ccc(CNc2ccc(C(=O)O)cc2)cc1	.	43.5*	15.8%	122.3%[activator]	0.0%	25.9*
O=C(Nc1ccccc1Oc1cccnc1)C1CCCN(Cc2ccc(F)cc2)C1 (configuration not stated)	6.0%	-12.0	.	?	4.6%	-4.2
O=C(CCC1CCCC1)NCCCN1CCOCC1	6.7%	-9.3	1.9%	3.1%	6.3%	-1.0
COc1ccc(C(=O)Nc2ccccc2SCc2cc(=O)n3nc(C)sc3n2)cc1OC	?	-7.1	13.4%	-8.3%	-1.2%	-3.6
Cc1nc([N+](=O)[O-])c(Br)n1CC(=O)c1ccc2ccccc2c1	?	-20.8	-6.0%	.	14.1µM*	2.0
CC1CCCN(C(=O)c2ccc(N3CC4CC(C3)c3cccc(=O)n3C4)c([N+](=O)[O-])c2)C1 (configuration not stated)	-22.5%	-0.5	-0.4%	20.4%	0.8%	0.8
Cc1cccc(NC(NC(=O)c2ccccc2[N+](=O)[O-])C(Cl)(Cl)Cl)c1 (configuration not stated)	-4.8%	-17.1	-3.6%	-22.9%	3.0%	0.5
COc1ccc(N(CC(=O)Nc2cccc(N(C)S(C)(=O)=O)c2)S(=O)(=O)c2ccc(F)cc2)cc1	-24.1%	9.6	-6.7%	?	-0.9%	-2.7
O=C1CC(c2ccccc2Oc2cccc(Cl)c2)C(n2cncn2)C(=O)C1C1NCCc2ccccc21 (configuration not stated)	-14.0%	12.4	6.9%	0.0%	-5.4%	6.5
COc1ccc(C2(CNC(=O)c3ccccc3)CCOCC2)cc1	?	17.4	-1.2%	?	34.2%	-1.6
CC(=O)O[C@H]1CC[C@@]2(C)[C@H](C1)C(=O)C[C@H]1[C@@H]3CC[C@@H]4[C@@H](CN5C[C@@H](C)CC[C@H]5[C@@]4(C)O)[C@@H]3C[C@@H]12	29.3%	2.6	5.7%	-3.4%	5.5%	-2.4
CCOC(=O)c1nnc2cc(C)nn2c1C	2.5%	-1.0	-3.9%	11.0%	-4.4%	0.5
CCOc1ccc(C/C(N)=N/n2cnnc2)cc1	.	-2.9	4.7%	0.6%	-0.4%	8.0
CCn1c(SCC(=O)c2cc(C)n(-c3ccc(C(=O)OC)cc3)c2C)nnc1-c1cccnc1	?	27.8	?	?	42.2%[activator]	11.8
CC1CCN(C(=O)CCNS(=O)(=O)c2ccc(Cl)cc2)CC1	39.3%[activator]	-9.7	-0.9%	8.5%	-14.6%	-5.2
COc1ccc(N(C(=O)c2ccc(Br)o2)C2C=CS(=O)(=O)C2)cc1 (configuration not stated)	20.7%	-19.2	1.7%	-12.0%	6.9%	4.9
O=C1c2ccccc2NC(c2cc(Cl)cc(Cl)c2O)N1Cc1cccnc1 (configuration not stated)	-23.2%	2.5	7.7%	.	?	-2.1
O=C(CCc1ccccc1F)N1CCN(c2ccccc2)CC1	?	-0.2	9.8%	3.9%	2.1%	0.4
N#Cc1c(-c2cccs2)cc(C2CC2)nc1SCC(N)=O	.	-24.8	7.5%	11.6%	-0.8%	-4.4
Cc1[nH]c2ccccc2c1C(=O)CSc1nc2ncc(Cl)cc2[nH]1	-27.5%	-1.8	0.5%	9.3%	-4.2%	-2.5
CCOC(=O)C1=C(CS(=O)(=O)c2ccc(F)c(C)c2)NC(=O)NC1c1ccc(O)c(O)c1 (configuration not stated)	2.5%	6.0	?	-12.9%	?	-1.8
CCOc1ccc(C(=O)OCC(=O)NC(C)C)cc1	27.7%	20.3	7.8%	15.9%	3.5%	12.8
Cc1ccc(NC(=O)CSCC(=O)Nc2ccc(S(=O)(=O)N3CCOCC3)cc2)cc1	-11.8%	20.2	.	2.1%	2.1%	0.6
CCOC(=O)C(C)Sc1ccc2nnc(CCNS(=O)(=O)c3ccccc3)n2n1 (configuration not stated)	?	40.6	2.1%	?	6.7%&0.4%	8.1
CC(=O)Nc1ccc2nc(NS(=O)(=O)c3ccc(C)cc3)sc2c1	77.9%[activator]	-3.7	21.5%	11.6%	7.4%	-1.4
CC(C)CC(=O)NC(=S)Nc1ccccc1C(=O)Nc1ccccc1	.	-11.5	-1.7%	16.1%	3.8%	19.7
CC1CCN(S(=O)(=O)N2CCC(C(=O)NC3CCCC3)CC2)CC1	?	-3.5	4.8%	?	-0.9%	-2.9
O=C(c1ccc(OC2CCN(Cc3ccccn3)CC2)cc1)N1CCCCCC1	3.4%	9.5	3.2%	-17.7%	-1.6%	-2.7
COc1ccc2cnn(-c3ccc(OC(F)(F)Cl)cc3)c(=O)c2c1OC	18.5%	-9.9	1.0%	33.4%[activator]	-0.1%	0.7
CC1CCN(C2=NC(=O)/C(=C/c3cn[nH]c3-c3ccccc3)S2)CC1	13.1µM*	-0.3	6.5%	?	-10.6%	20.1
N#Cc1ccc(OCC(O)CN2CCN(CC(O)COc3ccc(C#N)cc3)CC2)cc1 (configuration not stated)	?	22.8	-1.1%	-1.6%	2.1%	-1.9
CCOC(=O)Cc1csc(NC(=O)c2cccs2)n1	.	29.7	-3.9%	30.4%[activator]	-24.6%	23.9*
CCCC(=O)c1cc(F)c(N2CCN(S(=O)(=O)c3ccccc3)CC2)cc1C	74.3%[activator]	10.5	-0.2%	?	12.2%	1.2
CCOCCCNC(=O)/C(C#N)=C/c1ccc(C(=O)OC)cc1	32.8%[activator]	-15.8	1.3%	?	6.0%	-6.4

Reprinted from the entries so far, 2 compounds:
SMILES	Pf growth 96h	Shiga inhibitor	FBPA Giardia inh	Pf growth 48h	Sm TGR inh	CHX counter
CC(=O)Nc1ccc2nc(NS(=O)(=O)c3ccc(C)cc3)sc2c1	77.9%[activator]	-3.7	21.5%	11.6%	7.4%	-1.4
CC(C)CC(=O)NC(=S)Nc1ccccc1C(=O)Nc1ccccc1	.	-11.5	-1.7%	16.1%	3.8%	19.7

Carrying on:
SMILES	Pf growth 96h	Shiga inhibitor	FBPA Giardia inh	Pf growth 48h	Sm TGR inh	CHX counter
O=C(O)c1ccc(CSCc2ccccc2Cl)o1	27.2%	-6.2	26.0%	14.6%	-34.1%	-2.0
CCCCc1c(O)nc(SCC(=O)N2CCOCC2)[nH]c1=O	-15.9%	-8.8	0.8%	9.3%	-2.8%	-3.0
Cc1cc([N+](=O)[O-])nn1CC(=O)Nc1cnc2ccccc2c1	?	19.7	0.8%	0.5%	-1.1%	-1.9
CCOC(=O)CNC(=O)/C(=C\c1ccc(F)cc1)NC(=O)c1ccccc1	11.3%	3.0	6.5%	18.8%	0.9%[57.1 µM]	-0.5
Cc1ccccc1NC(=O)Cn1c(=O)n(Cc2ccccc2)c(=O)c2c(C)c(C)sc21	?	-7.5	0.0%	?	0.7%&1.5%	-1.9
Cc1cccc(NC(=O)N2CCC(C(=O)c3ccc(F)cc3)CC2)c1	3.9%	10.5	-8.8%	-7.7%	-6.0%	1.3
COCCN(C(=O)COC(=O)c1c(NC(C)=O)sc(C)c1C)c1c(N)n(Cc2ccccc2)c(=O)[nH]c1=O	10.4µM*	.	.	?	10.4%	.
O=C(O)CCC(=O)NCc1ccc2[nH]c3c(c2c1)CCCC3	-10.7%	-3.5	?	13.2%	-19.0%	-1.8
CCOC(=O)CCCNC(=O)COc1ccccc1C#N	?	3.7	0.3%	0.6%	6.7%	-1.1

Bioassay records deposited in PubChem by National Center for Advancing Translational Sciences (NCATS).
